Sm TGR block: inhibitors of Schistosoma mansoni thioredoxin glutathione reductase. Q962Y6. actives 3% (n = 360,000). Potency, µM (doses to about 114 µM), for inactives: at the highest dose activity change, negative = inhibition, hits mostly inhibitors. purified TGR, DTNB reduction, TNB absorbance 405 nm. AID 485364; note: potency is the fitted concentration of half-maximal effect; % is set by controls: 0 for no effect and ±100 for the full control effect; nearly all actives have a fitted effect of over 60% in size
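TGR 20 nM + NADPH 100 uM (dispensed conc.), cpd preinc 15 min RT; start with NADPH (500 uM addition) then DTNB (15 mM addition). Kinetic TNB absorbance, 405 nm filter. Four-parameter Hill fit across titration.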
FBPA Giardia inh: blocks Giardia fructose-bisphosphate aldolase activity. purified Giardia FBPA. Potency, µM (titrated, usually from 59.6 µM), inactives show at the highest dose activity, negative = inhibition, most hits filed as inhibitors. actives 0.71% (n = 290,000); note: potency is the fitted concentration of half-maximal effect; % is set by controls: 0 for no effect and ±100 for the full control effect; nearly all actives have a fitted effect of over 55% in size
Target sequence (A8B2U2 whole entry, looked up): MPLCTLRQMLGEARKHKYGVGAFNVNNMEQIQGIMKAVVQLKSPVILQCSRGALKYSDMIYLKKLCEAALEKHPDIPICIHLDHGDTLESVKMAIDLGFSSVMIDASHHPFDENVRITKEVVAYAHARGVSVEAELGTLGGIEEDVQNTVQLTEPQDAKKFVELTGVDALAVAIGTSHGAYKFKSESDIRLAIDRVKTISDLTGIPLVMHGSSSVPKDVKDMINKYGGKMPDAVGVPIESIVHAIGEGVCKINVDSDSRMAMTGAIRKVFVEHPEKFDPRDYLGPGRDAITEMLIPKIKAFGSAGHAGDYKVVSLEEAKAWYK
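40 nM FBPA preincubated 10 min at RT with compound (up to 57.5 uM final), then substrate plus GAPDH/TPI/NAD/arsenate coupling and diaphorase/resazurin added. Fluorescence read after 20 min at RT, 525/598 nm.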
Pf growth 48h: inhibits P. falciparum growth in the first generation, 48 h. Potency, µM (titrated, usually from 28.7 µM), for inactives: at the top dose activity change, negative = inhibition, actives largely listed as inhibitors. P. falciparum luciferase growth in erythrocytes, 48 h. AID 504832. actives 5.9% (n = 310,000); note: potency is the fitted concentration of half-maximal effect; % is set by controls: 0 for no effect and ±100 for the full control effect
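A one-generation exposure of luciferase-tagged malaria parasites in RPMI 1640/Albumax erythrocyte culture, 37 C and 5% CO2. Inhibition is inferred from decreased luminescence after adding detection reagent.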
Cycloheximide cs: affects cycloheximide protein synthesis inhibition readout, counter-screen | cell reporter, cycloheximide protein synthesis inhibition counterscreen | max response, % | actives 12% (n = 300,000) | AID 2314; in the data active = max response mostly above about 13%, no sharp cut-off; inactive = mostly below about 14%; note: read at 38.3 µM for the half of the compounds with a filed dose; 0% is about no effect
Shiga inhibitor: blocks Shiga toxin action in Vero cells; AID 2315; inhibition, % at 38.7 µM; actives 9.2% (n = 290,000); Vero cells, Shiga toxin protein synthesis inhibition reporter; in the data active = inhibition mostly above about 28%, no sharp cut-off; inactive = mostly below about 43%; note: 0% is about no effect
Pf growth 96h: P. falciparum growth inhibition at 96 hour, primary screen for plastid delayed-death inhibitors; P. falciparum luciferase reporter growth, 96 h; Potency, µM (highest dose often 28.7 µM), inactives show top-dose activity change, negative = inhibition, most hits filed as inhibitors; actives 6.9% (n = 320,000); note: potency is the fitted concentration of half-maximal effect; % is set by controls: 0 for no effect and ±100 for the full control effect
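Plates of compound plus infected erythrocytes (2% hematocrit, 0.05% parasitemia final) incubate 96 hours, 37 C, 5% CO2. Detection reagent added; reduced luminescence from the parasites' luciferase reporter flags inhibition.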
* hit, by the source's call; u = inconclusive; x = not tested or not shown; & = joins results of further samples; [ ] = dose if it differs, or a comment. Unless noted, calls come from the whole dose curve; as a rule, active = well fitted curve in the direction sought with a large enough effect; inconclusive = small, poorly fitted or top-dose-only effect, or another doubt; inactive = no such curve, though single readings can be large; an effect the other way counts as inactive or inconclusive.

Order of results – Sm TGR block | FBPA Giardia inh | Pf growth 48h | Cycloheximide cs | Shiga inhibitor | Pf growth 96h
> C=CCNC(=O)N1CCC(CO)(Cc2ccc(Cl)cc2)CC1
  51%[activator] | -2% | 62%[activator] | -6 | 8 | -25%
> C/C(=N\NC(=O)c1ccc(COc2ccccc2)cc1)c1ccncc1
  0% | 4% | -10% | 12 | -6 | u
> COc1ccc(NC(=O)CC(CC(=O)O)c2cc(OC)c(OC)c(OC)c2)cc1 (stereo unspecified)
  0% | 7% | 28% | -2 | -19 | 24%
> Cc1cccc(NC(=S)N=Nc2c(O)[nH]c3ccccc23)c1
  -1% | -15% | u | 2 | 12 | 2.9µM*
> COCCCn1cc(C(=O)c2cc(OC)ccc2OCC(=O)N2CCCCC2C)cc(C#N)c1=O (stereo unspecified)
  0% | 0% | -27% | -2 | -5 | u
> CSc1ncccc1C(=O)NC1CCCc2c1cnn2-c1ccc(C)c(C)c1 (stereo unspecified)
  -22% | 11% | 19% | 9 | -3 | -7%
> CCc1nn(CCCC(=O)NCc2ccc(C)cc2)c(=O)c2cc3occc3n12
  -3%&5% | 4% | 0% | 9 | 19 | u
> COc1ccc2nc(NC(=O)c3c(C)noc3C)sc2c1
  -2% | x | 184%[activator] | x | x | 152%[activator]
> O=C(NCC(=O)N1CCCC1)c1cccs1
  2% | 1% | 35%[activator] | 17* | 26* | x
> Cc1sc2nc(SCc3nc(-c4ccccc4)no3)n(-c3ccccc3)c(=O)c2c1C
  -1% | 2% | 14% | 0 | 3 | 115%[activator]
> S=C(NCC(c1ccco1)N1CCCC1)Nc1ccccc1 (stereo unspecified)
  2% | 5% | u | -1 | -9 | u
> CN(CC(=O)Nc1ccc(F)cc1)C(=O)c1ccccc1Sc1ccccc1C#N
  4% | x | -8% | x | x | 54%[activator]
> Cc1ccc(N2CCN(C(=O)c3ccccc3F)CC2)c(C)c1
  8% | 3% | -15% | -2 | -7 | 3.3µM*
> CSc1nc(O)c(C(c2ccccc2)c2c(O)nc(SC)[nH]c2=O)c(=O)[nH]1
  7.9µM* | -12% | 0% | -1 | -1 | 7%
> CC(=O)Nc1ccc(NC(=O)C(C)OC(=O)CCCOc2ccc(Cl)c(C)c2)cc1 (stereo unspecified)
  -4% | x | 48%[activator] | -1 | 8 | 32%[activator]
> Cc1c([N+](=O)[O-])c(C/C=N/O)nn1C
  4% | -2% | -19% | 1 | 12 | -49%
> Cc1ccccc1N(CC(=O)O)S(C)(=O)=O
  -3% | -1% | -11% | 0 | -6 | u
> Cc1cc(C)nc(-n2nc(C)c3c(C(F)(F)F)cc(=O)[nH]c32)n1
  6% | -30% | 17% | -2 | -8 | 19%[5.75 µM]
> CCC(C)OC(=O)C1C(c2ccccc2)C(C(=O)O)C1c1ccccc1 (stereo unspecified)
  -4% | 16% | 5% | -2 | -12 | u
> O=C(CCCCCBr)N1CCC(CC2CC(c3ccc(Cl)cc3)=NO2)(C(=O)NCC2CCCCC2)CC1 (stereo unspecified)
  7% | -6% | u | -1 | -9 | 3.3µM*

Part of the list above, with each value named.
Cc1c([N+](=O)[O-])c(C/C=N/O)nn1C
- Sm TGR block: 4%
- FBPA Giardia inh: -2%
- Pf growth 48h: -19%
- Cycloheximide cs: 1
- Shiga inhibitor: 12
- Pf growth 96h: -49%

CCC(C)OC(=O)C1C(c2ccccc2)C(C(=O)O)C1c1ccccc1 (stereo unspecified)
- Sm TGR block: -4%
- FBPA Giardia inh: 16%
- Pf growth 48h: 5%
- Cycloheximide cs: -2
- Shiga inhibitor: -12
- Pf growth 96h: u

Following part
Order of results – Sm TGR block | FBPA Giardia inh | Pf growth 48h | Cycloheximide cs | Shiga inhibitor | Pf growth 96h
> COc1ccc(NC2=Nc3ccccc3N3C2=Nc2c(c(C)nn2-c2ccc(C)cc2)C3c2cccnc2)cc1 (stereo unspecified)
  9% | -3% | x | 5 | -13 | 2.1µM*
> CC(CCc1ccccc1)NC(=O)COC(=O)CC1CC2CCC1C2 (stereo unspecified)
  5% | -3% | 2% | 0 | -4 | -4%
> CCOc1ccccc1N1CCN(C(=O)CCCc2nc3ccccc3s2)CC1
  -9% | 0% | -3% | -2 | 8 | -2%
> COC(=O)CCC(=O)N1CCc2cc(S(=O)(=O)N3CCN(c4ccccc4Cl)CC3)ccc21
  3% | 10% | u | 1 | -3 | x
> CCn1nc(C)c(CNCc2cn[nH]c2-c2cc3ccccc3o2)c1C
  -3% | 2% | -7% | 1 | 0 | 1%
> C=CCn1c(O)c(N=Nc2ccccc2)c2ccccc21
  40µM* | 15% | 2% | -3 | -3 | -1%
> O=S(=O)(c1cccc(S(=O)(=O)N2CCOCC2)c1)N1CCCCCC1
  -3% | -3% | -1% | -4 | -3 | u
> Cc1ccc(CNC(=O)Nc2ccc(F)cc2F)n1C
  32µM* | -10% | 44%[activator] | -1 | 9 | 43%[activator]
> Cc1ccc2c(C(=O)N3CCN(c4ccccc4)CC3)cc(-c3cccnc3)nc2c1C
  7% | 2% | 2.3µM* | -4 | -5 | -16%
> COc1ccc(C(=O)NCC(=O)N/N=C(\C)Cc2ccccc2)cc1
  4% | x | -12% | 1 | -5 | 28%
> CC(C)CCN1CC(O)=C(c2nc(-c3ccc(Cl)cc3)cs2)C1=N
  5% | 1% | 19% | -7 | 2 | x
> Cc1cc(=O)oc2c(C)c(OCC(=O)N3CCN(c4ccc(F)cc4)CC3)ccc12
  1% | x | -11% | -3 | -13 | -1%
> COc1cc(C)c(Cl)c(C)c1S(=O)(=O)NCc1cccnc1
  14% | -11% | x | -4 | 9 | u
> COCCCN1C(=O)C(=O)/C(=C(/O)c2ccc(OC)cc2)C1c1cccc(OC)c1 (stereo unspecified)
  4% | -9% | -3% | -3 | -14 | 25%
> CC(C)NC(=O)c1c2c(nc3ccccc13)CCCC2
  -3% | -2% | 9% | -1 | -4 | -15%
> CCCSc1nn2c(=O)c3ccccc3nc2s1
  -20% | 1% | x | 39* | 66* | -2%
> OCCCNc1ncnc2scc(-c3ccc(Cl)cc3)c12
  5% | -4% | -21% | -1 | -15 | -18%
> CCOC(=O)C1(Cc2ccccc2)CCN(Cc2ccc(C)s2)CC1
  x | -6% | u | -1 | -15 | 7%
> C=CC[C@@H]1Cc2c(Br)ccc(Br)c2[C@@H](CC=C)N1
  -1% | u | u | 8 | -6 | -11%
> CC(/C=N/O)Cc1ccc2c(c1)OCO2 (stereo unspecified)
  9% | 4% | u | 10 | -21 | -26%

Ordered by SMILES length (largest number first): part of the list above.
Order of results – Sm TGR block | FBPA Giardia inh | Pf growth 48h | Cycloheximide cs | Shiga inhibitor | Pf growth 96h
> Cc1cc(=O)oc2c(C)c(OCC(=O)N3CCN(c4ccc(F)cc4)CC3)ccc12
  1% | x | -11% | -3 | -13 | -1%
> C=CC[C@@H]1Cc2c(Br)ccc(Br)c2[C@@H](CC=C)N1
  -1% | u | u | 8 | -6 | -11%
> OCCCNc1ncnc2scc(-c3ccc(Cl)cc3)c12
  5% | -4% | -21% | -1 | -15 | -18%

Whole records as entered above. Values in the order: Sm TGR block, FBPA Giardia inh, Pf growth 48h, Cycloheximide cs, Shiga inhibitor, Pf growth 96h
Shown for `CC(C)CCN1CC(O)=C(c2nc(-c3ccc(Cl)cc3)cs2)C1=N` : 5%, 1%, 19%, -7, 2, x
Shown for `COc1ccc(C(=O)NCC(=O)N/N=C(\C)Cc2ccccc2)cc1` : 4%, x, -12%, 1, -5, 28%

The listing continues.
Molecule,Sm TGR block,FBPA Giardia inh,Pf growth 48h,Cycloheximide cs,Shiga inhibitor,Pf growth 96h
CCn1c(SCc2nc3sc(C(=O)O)c(C)c3c(=O)[nH]2)nnc1-c1ccc(Cl)cc1,-3%,2%,-28%,-1,-2,-46%[5.75 µM]
Cc1ncc([N+](=O)[O-])n1CCOC(=O)NC(NCc1ccccc1Cl)C(Cl)(Cl)Cl (stereo unspecified),-1%,3%,u,-1,-10,u
O=c1ccc(S(=O)(=O)N2CCCC2)cn1Cc1nc(-c2ccc(F)cc2)no1,-1%,x,38%[activator],x,x,70%
Cc1ccc(-c2nc(CS(=O)CC(=O)NCCCN3CCN(Cc4ccccc4)CC3)c(C)o2)cc1 (stereo unspecified),-15%,0%,u,10,-4,6.6µM*
CCOCCCNC(=O)CCn1ccc2cc(S(=O)(=O)N3CCCC3)ccc21,4%,2%,u,15,9,10µM*
Cc1nnc(NC(=O)c2ccc(Br)cc2)s1,-7%,-2%,x,28,4,-9%
O=C(NCCCN1CCOCC1)c1c(F)c(F)c(F)c(F)c1F,-23%,0%,14%,-2,-5,1%
CCN(C(=O)c1cc2c(s1)-c1ccccc1S(=O)(=O)C2)c1cc(OC)ccc1OC,-14%,-8%,9.3µM*,-1,3,u
C/C=C(\C)C(=O)NNC(=O)c1sc(-c2ccccc2)nc1C,1%,-5%,110%[activator],-3,-6,0%
Cc1cccc(CN2CCC(n3nccc3NC(=O)c3ccccc3C)CC2)n1,-1%,-17%,9%,2,-9,u
CCCC(O)(c1ccccc1)C(CN1CCOCC1)c1ccccc1 (stereo unspecified),0%,-2%,x,-3,2,u
NC(N)=NC(N)=NCCc1ccccc1,7%,-29%,-9%,0,-2,u
Cc1oc(-c2cccc(Cl)c2)nc1CN1CCCC(C(=O)NC(C)c2ccc3c(c2)OCCO3)C1 (stereo unspecified),0%,9%,x,-5,-27,u
NS(=O)(=O)c1ccc(CNc2ccc3ccccc3n2)cc1,-1%,u,46%[activator],12,88*,40%[activator]
N#Cc1ccccc1NC(=O)CSc1nccn1CCc1ccccc1,-7%,-11%,47%[activator],37*,78*,-22%
O=C(NCC(=O)N1CCN(Cc2ccccc2)CC1)c1ccc(Br)cc1,-17%,x,5%,1,-2,325%[activator]
Cc1noc(C)c1CSc1nnc(-c2c[nH]c3ccccc23)n1-c1ccc(Cl)cc1,-31%[11.4 µM],1%,x,-2,-9,u
O=C1[C@@H]2Cc3c([nH]c4ccccc34)CN2C(=O)CN1CCCCCO,-30%,-8%,0%,7,-2,-8%
C[n+]1ccn(CC(=O)c2ccc(Br)cc2)c1,11%,0%,12µM*,4,11,9.3µM*
O=C(C1CCCN(S(=O)(=O)c2ccccc2)C1)N1CCCCC1 (stereo unspecified),2%,1%,38%[activator],3,17,u
O=c1cc(O)c2sc(Nc3ccc(Cl)c(F)c3)nc2[nH]1,0%,-20%,1.7µM*,-3,4,5.9µM*
O=C1OCCC1Sc1nc2ccccc2c(=O)n1-c1ccc(F)cc1 (stereo unspecified),2%,-6%,24%,0,-2,-7%
CCCc1nnc(NC(=O)C(CC)OC(=O)c2cc(C)nc3ccccc23)s1 (stereo unspecified),-24%,-5%,27%,-4,-5,u
O=C(O)CCCC(=O)NCCCCc1ccccc1,-2%,18%,3%,8,-4,-19%
CC12CN3CC(C)(CN(C1)C3c1ccccc1Cl)C2O (stereo unspecified),-31%,-4%,-1%,-1,8,2%
CCn1nc(NS(=O)(=O)c2ccc(NC(C)=O)cc2)c2cc3cc(C)ccc3nc21,1%,x,19%,6,16,u
CCOC(=O)c1c(NC(=O)N/N=C/c2ccccc2OCC)sc(C(C)=O)c1C,2%,3%,u,-3,-4,u
Cc1[nH]nc2c1C(c1ccccc1F)NC2=O (stereo unspecified),-2%,0%,x,-1,-9,u
CC(C)C(=O)Nc1cccc(-c2nc3ccccc3c(=O)o2)c1,-3%,9%,73%[activator],-2,-7,14%
